# Source: PubChem BioAssay
# TNAP inh hiacc: human TNAP enzyme inhibitors, primary screen, biochemical, luminescent, high phosphate acceptor level, uHTS; Alkaline phosphatase, tissue-nonspecific isozyme (Homo sapiens), P05186; purified TNAP, CDP-star luminescence, 1 M DEA; inhibition, % at 20 µM; hit rate 0.03% among 200,000; AID 1135, 2008;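 active = over 50% inhibition of tissue-nonspecific alkaline phosphatase at 20 µM in the single-dose screen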;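 also: plate controls were DMSO wells for no effect and EDTA-quenched wells as full inhibition for full effect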
# Target sequence (P05186 whole entry, looked up): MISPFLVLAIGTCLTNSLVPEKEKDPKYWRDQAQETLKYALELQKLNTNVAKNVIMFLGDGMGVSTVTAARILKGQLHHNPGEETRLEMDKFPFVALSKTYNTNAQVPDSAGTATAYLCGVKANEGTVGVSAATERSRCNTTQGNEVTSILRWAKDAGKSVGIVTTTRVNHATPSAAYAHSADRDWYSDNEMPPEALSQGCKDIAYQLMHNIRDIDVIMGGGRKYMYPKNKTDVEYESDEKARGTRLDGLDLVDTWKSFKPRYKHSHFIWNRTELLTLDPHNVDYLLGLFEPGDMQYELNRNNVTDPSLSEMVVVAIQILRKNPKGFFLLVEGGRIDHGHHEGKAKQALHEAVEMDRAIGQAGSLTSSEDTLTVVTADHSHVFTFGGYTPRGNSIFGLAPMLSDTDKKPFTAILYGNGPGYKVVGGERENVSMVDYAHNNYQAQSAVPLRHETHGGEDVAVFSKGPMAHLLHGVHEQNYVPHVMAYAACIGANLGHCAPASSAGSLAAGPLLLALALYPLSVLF
# Lmaj promast: Leishmania major promastigote growth inhibition, primary screen. hit rate 9% among 200,000. AID 1063, 2008. inhibition, % at 10 µM. Leishmania major promastigotes, resazurin fluorescence viability; in the data active = inhibition above about 50%;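 also: promastigotes grown with compound for 44 hours at 28 °C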
# Diaphorase inh: diaphorase inhibitors and chemical oxidizers, primary screen, counter-screen for diaphorase-coupled primary assays, biochemical, uHTS, resorufin fluorescence; inhibition, % at 20 µM; hit rate 0.69% among 190,000; AID 1217, 2008; diaphorase resazurin-to-resorufin fluorescence, NADH, 16 min; bacterial (C. kluyveri) enzyme, not human;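 active = primary screen inhibition at 20 µM above a set limit, cut at about 50% in these data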;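 also: plate controls were DMSO with full reaction for no effect and wells lacking NADH for full effect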
#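 material = Clostridium kluyveri diaphorase enzyme | amount = 0.14 U/mL diaphorase, enzyme working solution | schedule = incubation 16 min, room temperature | detection = fluorescence of resorufin formed from resazurin, Ex 544/Em 590 nm | benchmarks = positive control minus NADH, DMSO neutral control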
# PMI activator: activators of human PMI, primary screen, biochemical, fluorescence intensity, near-Km mannose 6-phosphate; Mannose-6-phosphate isomerase (Homo sapiens), P34949; purified human PMI, coupled resazurin fluorescence, 20 min; hits give high values; 1 = vehicle control, 0 substrate-free wells; activation factor at 20 µM; hit rate 0.005% among 190,000;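 active = activation factor of 2 or more at 20 µM, relative to plate controls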
# Target sequence (P34949 whole entry, looked up): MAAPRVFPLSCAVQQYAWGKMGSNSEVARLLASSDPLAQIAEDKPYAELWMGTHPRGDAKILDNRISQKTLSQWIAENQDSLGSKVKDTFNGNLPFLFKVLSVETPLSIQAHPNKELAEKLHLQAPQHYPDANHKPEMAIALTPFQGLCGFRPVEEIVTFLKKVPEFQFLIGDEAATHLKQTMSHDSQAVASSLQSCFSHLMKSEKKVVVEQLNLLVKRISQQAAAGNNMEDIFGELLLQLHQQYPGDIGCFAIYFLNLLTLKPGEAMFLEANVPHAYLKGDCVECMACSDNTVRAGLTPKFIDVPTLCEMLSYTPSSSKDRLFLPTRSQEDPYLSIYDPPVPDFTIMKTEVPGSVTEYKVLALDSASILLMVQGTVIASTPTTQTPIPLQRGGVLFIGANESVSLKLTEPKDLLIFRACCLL
# bIAP inhibitor: bovine intestinal alkaline phosphatase inhibitors, primary screen, selectivity assay for TNAP inhibitor project, biochemical, bovine IAP, CDP-star luminescence | purified bovine IAP, 30 min | 190,000 tested, under 10 active | inhibition, % at 20 µM | alkaline phosphatase, intestinal [Bos taurus];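 active = over 50% inhibition of intestinal alkaline phosphatase at 20 µM in the single-dose screen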
#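 test system = bovine IAP enzyme | medium = DEA buffer 100 mM, pH 9.8, with MgCl2 1.0 mM, ZnCl2 0.02 mM | detection = luminescence | dosing = single compound dose of 20 µM, 2% DMSO final | incubation = 30 min reaction at room temperature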
# bIAP act: bovine intestinal alkaline phosphatase activators, primary screen, biochemical, bovine IAP, CDP-star luminescence; purified bovine IAP, 30 min; hits give high values; fold of DMSO-control signal, blank-subtracted; alkaline phosphatase, intestinal [Bos taurus]; hit rate 0.17% among 200,000; activation factor at 20 µM;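 active = activation factor of 2 or more at 20 µM, a signal rise over negative controls twice the positive control's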
# PMI act hi M6P: human PMI activators, high substrate, primary screen, biochemical, fluorescence intensity, near-saturating mannose 6-phosphate | Mannose-6-phosphate isomerase (Homo sapiens), P34949 | coupled PMI enzyme assay, resazurin fluorescence, 20 min; hits give high values; 1 = untreated enzyme, 0 = substrate-free blank | activation factor at 20 µM | hit rate 0.34% among 190,000 | AID 1216, 2008;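 active = activation factor of 2 or more at 20 µM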
#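 Test system – human PMI in coupled enzyme assay · Timing – 20 min incubation at room temperature · Detection – Diaphorase-driven resazurin-to-resorufin fluorescence, excitation 544, emission 590 nm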
# TNAP inh noacc: human TNAP enzyme inhibitors, primary screen, biochemical, luminescent, no phosphate acceptor, uHTS; purified TNAP, CDP-star luminescence, 30 min; inhibition, % at 20 µM; hit rate 0.26% among 200,000;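 active = tissue-nonspecific alkaline phosphatase inhibition above about 50% at 20 µM in the single-dose screen, limit read from the data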;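 also: 0% = DMSO negative control and 100% = EDTA positive control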
# Diaphorase act: compounds boosting diaphorase resazurin reduction – biochemical, uHTS, resorufin fluorescence, counter-screen for diaphorase-coupled primary assays, primary screen; Diaphorase/resazurin coupled assay, 16 min; hits give high values; 1 = vehicle wells, 0 = NADH-free wells; activation factor at 20 µM; hit rate 0.005% among 190,000;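 active = diaphorase activity raised at least twofold by the compound at 20 µM; inactive = activation factor below 2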
#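 System – purified diaphorase enzyme from Clostridium kluyveri · Input – enzyme 0.07 U/mL final · Also added – final NADH 0.114 mM, resazurin 0.1 mM · Measured by – fluorescence of resorufin, 544 nm excitation, 590 nm emission · Timing – 16 min enzyme reaction, ambient temperature · Measure – resorufin increase flagging diaphorase activators or reducers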
# TNAP act hi DEA: TNAP activators at high phosphate acceptor level, primary screen, biochemical, luminescence, uHTS | purified TNAP, CDP-star luminescence, 1 M DEA, 30 min; hits give high values; 0 = EDTA background, 1 = DMSO-only activity | activation factor at 20 µM | 200,000 tested, under 10 active;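 active = activation factor at least 2 at 20 µM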
#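 Control set: EDTA negative control, DMSO positive control / Assay system: human TNAP / Quantity: TNAP 1/800 final / Evaluation: TNAP activation factor scaled between EDTA and DMSO control wells / Measured by: luminescent substrate turnover signal / Compound dosing: one dose, 20 µM / Times: 30 min enzyme reaction at room temperature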
# An asterisk follows results filed as active.
SMILES,TNAP inh hiacc,Lmaj promast,Diaphorase inh,PMI activator,bIAP inhibitor,bIAP act,PMI act hi M6P,TNAP inh noacc,Diaphorase act,TNAP act hi DEA
COC(=O)c1sccc1NC(=O)c1cc(-c2ccc(C)cc2C)nc2ccccc12,-1,13,16,0.9,2,1,0.9,-6,0.8,1
O=C(NC1(C(F)(F)F)N=C2SCCN2C1=O)C1CCCCC1 (centres undefined),-4,-7,24,0.8,20,0.8,0.9,-10,0.8,1
CCN1CCC(NC(=O)Nc2ccc(F)cc2F)CC1,-4,-10,-12,1,-9,1.1,1.1,-6,1.1,1
CCN(CC)CCNC(=O)CS(=O)Cc1nc(-c2ccccc2Cl)oc1C (centres undefined),1,-6,11,0.9,3,1,0.9,-6,0.9,1
CN(CC(=O)N1CCCC1)S(=O)(=O)c1ccc2ccccc2c1,-5,-4,10,0.9,-2,1,0.9,-8,0.9,1
Cc1cc(C)n(-c2cc(C(C)(C)C)nc3c(-c4ccc(Cl)cc4)cnn23)n1,1,32,0,0.9,9,0.9,1,-3,1,1
O=C(Nc1nnc(CCOCCOCCc2nnc(NC(=O)c3ccco3)s2)s1)c1ccco1,-9,-8,9,1.1,-14,1.1,1.3,-12,0.9,1.1
CCOc1cc(-c2nc3cc(C)ccn3c2NCC2CCCO2)ccc1O (centres undefined),-2,19,7,1,25,0.7,0.8,-11,0.9,1
Cc1ccccc1OCc1n[nH]c(=S)n1Cc1ccccc1,0,5,29,0.9,-6,1.1,0.9,14,0.7,1
COC(=O)c1sccc1NC(=O)c1ccc(Cl)s1,-5,-1,13,0.9,14,0.9,0.8,-11,0.9,1
O=C(Cc1cn2ccsc2n1)Nc1nc2c(s1)CCCC2,1,4,7,1,-21,1.2,1,1,0.9,1
CCC(=O)NC1=C(NC(C)c2ccccc2)C(=O)c2ccccc2C1=O (centres undefined),11,-5,8,1.1,17,0.8,1.1,2,0.9,0.9
Fc1cccc(CSc2nc3ccncc3[nH]2)c1,3,0,7,1,8,0.9,1,-1,0.9,1
CCc1nn(-c2ccccc2)c2c1-c1cc(OC)c(OC)cc1C1(N2)C(=O)Nc2ccccc21 (centres undefined),-1,12,23,0.9,4,1,0.9,-12,0.8,1
Cc1ccc(-c2noc(CCC(=O)Nc3cc(C)ccn3)n2)cc1,-1,-5,8,1.1,9,0.9,1,-10,0.9,1
O=S(=O)(NCC1OCCc2ccccc21)c1ccc(S(=O)(=O)N2CCOCC2)cc1 (centres undefined),-1,19,15,1,8,0.9,1.1,-11,0.8,1
CCC(=O)Nc1cccc(NC(=S)NC(=O)c2ccc(C)cc2)c1,-8,-1,9,1,-14,1.1,1,-3,0.9,1.1
Cc1ccccc1CSCC(=O)NC(=O)NC(C)(C)C,-4,0,15,1,14,0.9,0.9,-10,0.8,1
COc1ccc(NC(=O)CC2C(=O)N(c3ccc(F)cc3)C(=S)N2NC(=O)c2ccccc2)cc1 (centres undefined),1,3,21,0.8,9,0.9,0.9,-11,0.8,1
CCOC(=O)N1CCN(C(=O)Cc2ccc(-n3c(=O)[nH]c4ccccc4c3=O)cc2)CC1,-7,-8,12,1.1,3,1,1,-3,0.9,1.1
O=C(CSc1nnc(-c2cccnc2)o1)Nc1ccccn1,-4,-3,4,1,7,0.9,1,-15,1,1
COc1cc(/C=N/NC(=O)C2c3ccccc3Oc3ccccc32)ccc1O,2,7,-5,0.9,-6,1.1,1.1,-2,1.1,1
COc1ccc(OC)c(-c2nc3cc4ccccc4cc3nc2-c2ccccc2)c1,-1,27,16,1,1,1,0.9,0,0.8,1
Cc1ccc(-c2nc(C3CCCN(S(=O)(=O)c4ccc(C(F)(F)F)cc4)C3)no2)cc1 (centres undefined),-5,-7,-2,1,14,0.9,1,-8,1,1.1
Cc1c(C(=O)N2CCCCC2)sc(NC(=O)C2CC2)c1C#N,-1,-3,11,1,4,1,1,8,0.9,1
COc1ccc(-c2[nH]c(-c3ccc(SC)cc3)nc2SCC(=O)Nc2nccs2)cc1,-5,96*,22,0.9,-1,1,1,11,0.8,1
O=C(O)CCC(=O)N1CCC(C(=O)c2cccc(Cl)c2)CC1,-7,-3,10,1,8,0.9,1,-9,0.9,1.1
CC(C)c1nc(SCC(=O)N2CCOCC2)c2c(=O)n(C)c(=O)n(C)c2n1,-3,-4,12,0.9,-2,1,0.9,-6,0.9,1
Cc1ccc(-n2c(-c3ccncc3)n[nH]c2=S)c(C)c1,-5,-4,14,1.1,-4,1,1,-8,0.9,1
O=C(N/N=C/c1ccco1)c1cc(-c2ccc3ccccc3c2)n[nH]1,-3,15,17,0.9,-42,1.4,1,3,0.8,1
CCOc1cc(/C=C2\CCCC(C(=O)C(F)(F)F)=C2O)ccc1O,10,15,10,1.3,18,0.8,1.4,11,0.9,0.9
Cc1cccc(NC(=O)[C@H](Cc2ccccc2)NC(=O)OCc2ccccc2)c1,4,71*,8,0.9,0,1,0.9,-10,0.9,1
O=C(Nc1ccccc1N1CCOCC1)c1cccs1,1,2,11,1,1,1,1,-2,0.9,1
O=C1CSc2ccc(C(=O)N3CCN(c4ccccn4)CC3)cc2N1,0,-9,13,1,1,1,1,-11,0.9,1
O=C(c1ccco1)N(CCC(c1ccccc1)c1ccco1)Cc1ccco1 (centres undefined),-1,-3,16,1,7,0.9,0.9,-7,0.8,1
O=C(O)c1c(F)c(F)cc2ccccc12,0,-4,0,1.1,-8,1.1,1.2,-5,1,1
O=C(N/N=C/c1cn(-c2ccccc2)nc1-c1ccc2c(c1)OCCO2)c1ccncc1,0,-2,-5,1,4,1,1.1,-4,1,1
CN(C)c1ccc([C@@H]2[C@@H]([N+](=O)[O-])[C@H]3C=Cc4ccccc4N3[C@H]2C(=O)c2ccc(Cl)cc2)cc1,18,16,2,0.9,-1,1,1.1,19,1,0.8
Cc1cc(C)n2nc(SCC(=O)N/N=C/c3cccc(Br)c3)nc2n1,-8,1,39,0.7,10,0.9,0.9,-6,0.6,1.1
CC(C)C(=O)NC(=S)Nc1ccccc1N1CCN(C(=O)c2ccc(Cl)cc2)CC1,-7,35,27,0.9,6,0.9,0.9,-9,0.7,1.1
CC(=O)N1CCN(CC(=O)Nc2ccc(SC(F)F)cc2)CC1,-4,-8,7,0.9,7,0.9,1,-15,0.9,1
COCCNC(=S)N1CCN(c2ccc(Cl)cc2)CC1,-7,1,10,1,13,0.9,1,-12,0.9,1.1
O=C1c2ccccc2NC(c2c(Cl)cccc2Cl)N1Cc1ccccc1 (centres undefined),-11,56*,9,0.9,13,0.9,0.9,-14,0.9,1.1
COc1cc2cc(CN(CCc3cccc(C)c3)C(=S)NCCCN(C)C)c(=O)[nH]c2cc1OC,-2,52*,-3,1,2,1,1.1,-17,1,1
COc1ccc(Nc2nnc(-c3ccc(O)cc3)c3ccccc23)cc1C(N)=O,0,-3,-6,0.9,-6,1.1,1,5,1.1,1
Cc1cccc(-c2noc(-c3ccc4c(c3)OCO4)n2)c1,-6,2,16,0.9,4,1,0.9,-8,0.8,1.1
O=C(C1CCN(C2CCN(Cc3cccc4c3OCO4)CC2)CC1)N1CCOCC1,6,76*,-6,0.9,-34,1.3,0.9,-2,1.1,0.9
Cn1c(SCC(=O)OCC(=O)c2ccccc2)nnc1-c1cccs1,-10,-9,1,1,-10,1.1,1.1,-15,1,1.1
COc1ccc2cc3cc(C(=O)NCc4cccnc4)oc3nc2c1,-2,15,3,1,-10,1.1,1,-7,1,1
NC(=S)Nc1cccc2[nH]ccc12,-2,0,-2,0.8,-7,1.1,0.7,-6,1,1
O=C(Nc1nnc(SCc2ccccc2Cl)s1)C1COc2ccccc2O1 (centres undefined),-5,-4,21,0.8,5,0.9,0.9,-3,0.8,1.1
CCOC(=O)CSc1nc2c(cnn2-c2ccc(C)cc2)c(=O)[nH]1,3,1,-1,1.1,4,1,1.1,-4,1,1
O=C(Nc1nc(-c2cccs2)c(-c2ccccc2)s1)c1ccco1,-5,20,17,0.9,0,1,0.9,-9,0.8,1
Cc1nc2ccc(NC(=S)N3CCOCC3)cc2nc1C,-2,-4,16,0.9,0,1,0.5,-12,0.8,1
COc1cccc(/C=N/NC(=O)c2cc3c(OC)cccc3[nH]2)c1OC,2,1,15,0.8,11,0.9,1,-6,0.9,1
Cc1ccccc1-n1ncc(C(C)NC(=O)c2ccco2)c1C (centres undefined),-5,2,7,1,10,0.9,1.1,-13,0.9,1.1
O=C(O)c1ccc(NS(=O)(=O)c2ccc3nnn(O)c3c2)cc1,-4,-6,17,0.9,11,0.9,1,-6,0.8,1
Nc1ccc(SC(F)(F)F)cc1C(=O)c1ccccc1,-5,11,18,0.9,35,0.7,0.9,-8,0.8,1.1

# For convenience, some entries already given.
SMILES,TNAP inh hiacc,Lmaj promast,Diaphorase inh,PMI activator,bIAP inhibitor,bIAP act,PMI act hi M6P,TNAP inh noacc,Diaphorase act,TNAP act hi DEA
O=C(O)c1ccc(NS(=O)(=O)c2ccc3nnn(O)c3c2)cc1,-4,-6,17,0.9,11,0.9,1,-6,0.8,1
Nc1ccc(SC(F)(F)F)cc1C(=O)c1ccccc1,-5,11,18,0.9,35,0.7,0.9,-8,0.8,1.1

# Quoted from the listing:
# In Diaphorase act, Cc1cccc(-c2noc(-c3ccc4c(c3)OCO4)n2)c1 reads 0.8
# In TNAP inh noacc, Cc1ccccc1CSCC(=O)NC(=O)NC(C)(C)C reads -10
# In Diaphorase inh, CC(=O)N1CCN(CC(=O)Nc2ccc(SC(F)F)cc2)CC1 reads 7
# In bIAP act, COC(=O)c1sccc1NC(=O)c1ccc(Cl)s1 reads 0.9
# In TNAP act hi DEA, CN(C)c1ccc([C@@H]2[C@@H]([N+](=O)[O-])[C@H]3C=Cc4ccccc4N3[C@H]2C(=O)c2ccc(Cl)cc2)cc1 reads 0.8
# In bIAP inhibitor, Nc1ccc(SC(F)(F)F)cc1C(=O)c1ccccc1 reads 35
